Assay outcomes as filed in PubChem BioAssay.
IL1B NFkB inh = inhibitors of IL-1B driven NFkB p65 nuclear import, primary screen, imaging, HUVEC, IL-1B stimulus, high-content imaging. HUVEC IL-1B NFkB p65 nuclear translocation imaging. hit rate 0.43% among 94,000. AID 796, 2007. inhibition, % at 2 µM;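 active = inhibition above about 30% together with a positive call from visual inspection of the well image, limit read from the data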;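 also: nuclear over cytoplasmic p65 intensity ratio measured by imaging; 0% = IL-1B stimulated DMSO wells and 100% = unstimulated DMSO wells; values of inactives mirror those of a sister screen read the other way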
PLAP inhibitors HTS = PLAP enzyme inhibitors, biochemical, luminescence, HTS (AID 690). Alkaline phosphatase, placental type (Homo sapiens). purified PLAP, luminescent substrate; higher % means a stronger effect. inhibition, % at 20 µM, or IC50 in µM where a hit was titrated. hit rate 0.08% among 96,000; in the data active = a potency from the dose series; inactive = the rest, 99 in 100 with inhibition below about 30%; also: strong numbers were not always called active
IL1B NFkB pot = enhancers of NFkB p65 translocation in HUVEC – imaging, IL-1B stimulus, high-content imaging, primary screen. hit rate 0.3% among 94,000. AID 819, 2007. HUVEC IL-1B NFkB p65 nuclear translocation imaging. activation, % at 2 µM;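 active = activation above 40%, about the mean plus 3 SD, also judged a hit on visual image review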;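 also: percent activation is computed from the nuclear over cytoplasmic p65 intensity ratio; values of inactives mirror those of a sister screen read the other way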
Bcl-B displacement = displacers of TR3 peptide from Bcl-B, primary screen, selectivity assay for Bfl-1 inhibitor project, biochemical, fluorescence polarization. AID 748, 2007. FP displacement of FITC-TR3 peptide from Bcl-B; higher % means a stronger effect. displacement, % at 20 µM, or IC50 in µM where a hit was titrated. Bcl-2-like protein 10 (Homo sapiens). hit rate 0.11% among 96,000;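 active = displacement above 50% at 20 µM plus a fluorescence interference ratio under 1.5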;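 also: plate controls were wells without compound for no effect and wells lacking Bcl-B protein for full effect; a part of the inactive calls stands beside numbers as strong as those of hits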
MRP resist rev = reversal of MRP1-mediated doxorubicin resistance, primary screen, H69AR cells, doxorubicin co-treatment | H69AR cells + 2 uM doxorubicin, CellTiter-Glo, 72 h | differential viability (reversal), % at 10 µM | hit rate 0.04% among 85,000 | AID 602, 2007;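 active = viability drop by adding the cancer drug above about 55%, with treated viability meeting a 40% cutoff, limit read from the data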;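 also: viability without doxorubicin minus viability with 2 µM doxorubicin for each compound; larger differential means the compound sensitizes cells more to doxorubicin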
MRP resist rev cytotoxicity = second read-out of MRP resist rev, no call of its own (marks repeat the call); viability, %; H69AR cells, CellTiter-Glo, 72 h; measured here: cytotoxicity without doxorubicin
MRP resist rev with doxorubicin = recorded beside MRP resist rev, whose call it bears; viability, %; measured here: viability with 2 uM doxorubicin; hits give low values
IL1B NFkB inh cell count 2 µM = further read-out of IL1B NFkB inh, marked with its call; cell count; measured here: cells passing quality filter;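 raw number of nuclei counted in each imaged well without normalization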
IL1B NFkB pot cell count 2 µM = recorded beside IL1B NFkB pot, whose call it bears; cell count; measured here: cells passing quality filter
* hit, by the source's call; . = not tested or not shown. The list is partial; count on the stated rates, not on these rows.

SMILES	IL1B NFkB inh	IL1B NFkB inh cell count 2 µM	PLAP inhibitors HTS	IL1B NFkB pot	IL1B NFkB pot cell count 2 µM	Bcl-B displacement	MRP resist rev	MRP resist rev cytotoxicity	MRP resist rev with doxorubicin
C=CCc1cc(C=O)cc(OC)c1OCc1c(Cl)cccc1Cl	-8	115	19%	7	115	0%	.	.	.
COc1ccc(-c2nnc(SCC#N)o2)cc1	-5	123	13%	5	123	1%	-11	93	104
Cc1ccc(S(=O)(=O)NCCNc2ccc([N+](=O)[O-])cc2C(F)(F)F)cc1	-5	84	39%	5	84	-4%	.	.	.
O=S(=O)(c1ccc(Oc2ccc(Br)cc2F)nc1)N1CCCCC1	40*	132*	.	-40	132	-9%	0	87	87
CCCc1nnc(NC(=O)c2cccs2)s1	-5	153	7%	5	153	-1%	12	102	89
CCOC(=O)c1[nH]c(C(=O)O)c(CCC(=O)OC)c1C	-4	181	-6%	4	181	-4%	.	.	.
CCOC(=O)N1CCN(C(=O)c2ccc(C#CC3(O)CCCCC3)cc2)CC1	-33	150	-54%	33	150	-10%	-2	91	93
CCn1c(SCC(=O)c2ccc(Cl)cc2)nnc1-c1cccs1	-11	154	15%	11	154	-3%	4	89	85
O=C(CCN1C(=O)COc2ccccc21)NCCCN1CCN(c2ccccc2F)CC1	-20	184	-14%	20	184	0%	11	81	70
O=C(Nc1nccc(-c2cccs2)n1)c1cccs1	-5	161	1%	5	161	-5%	.	.	.
Clc1ccc(OCc2nnc(-c3ccccc3Br)o2)cc1	-8	143	7%	8	143	-83%	7	106	99
O=C(/C=C/c1cccc([N+](=O)[O-])c1)NCC1CCCO1 (configuration not stated)	5	153	4%	-5	153	3%	.	.	.
C/C(=C(\C#N)C(=O)NCCN1CCOCC1)N(C)C	-2	119	-46%	2	119	7%	-10	101	111
COc1ccc(-c2nnn(CC(=O)N(Cc3ccc(F)cc3)C(C(=O)NC3CCCC3)c3ccc(F)cc3)n2)cc1 (configuration not stated)	1	180	.	-1	180	.	-8	27	35
Cc1ccc(S(=O)(=O)N2CN(Cc3ccco3)c3nc4ccccc4nc32)cc1	8	139	-5%	-7	139	-32%	28	90	61
O=C(NCc1cn2ccccc2n1)c1ccccc1	.	.	-6%	.	.	4%	-8	109	116
CC(=O)NC(CC(C)C)C(=O)NC(Cc1ccccc1)C(N)=O (configuration not stated)	-6	158	-10%	6	158	5%	-9	88	96
O=C(CN1C(=O)C2CCCN2c2ncc(Cl)cc21)NCc1ccc2c(c1)OCO2 (configuration not stated)	-31	117	-26%	31	117	-11%	0	100	100
Cc1cc(C)n(-c2ccc(C(=O)Nc3ccc(S(=O)(=O)NCc4ccco4)cc3)cc2)n1	-6	89	14%	6	89	-6%	-14	65	78
CCC(=O)c1cn(CC(=O)OC)c2ccccc12	-1	56	20%	1	56	-3%	11	107	96
O=C(CC1COc2ccccc2O1)Nc1ccccn1 (configuration not stated)	-8	113	24%	8	113	-5%	-2	96	98
O=C(N/N=C/c1ccccc1)c1sccc1OCc1ccc(F)cc1	7	115	-2%	-7	115	2%	.	.	.
O=c1c2cnn(-c3ccc(F)cc3)c2ncn1Cc1ccccc1	7	89	.	-7	89	.	0	82	81
CCCNC1CCS(=O)(=O)C1 (configuration not stated)	-9	168	4%	9	168	-6%	7	99	93
Cc1nnc(NC(=O)Cc2ccc(OCc3c(C)noc3C)cc2)s1	-5	95	-8%	5	95	-2%	14	103	89
Cc1ccccc1CNC(=O)c1ccccc1	1	90	-2%	-1	90	5%	19	107	87
CCOC(=O)CNC(=O)CSc1nc(NCc2ccccc2)nc(N(C)C)n1	-19	151	19%	19	151	0%	14	89	75
CCCOc1ccc(N)cc1N	-5	66	24%	5	66	30%	-14	77	91
C=CCNC(=O)CSc1nnc(-c2ccccc2Cl)n1-c1c(C)n(C)n(-c2ccccc2)c1=O	0	142	-2%	0	142	3%	.	.	.
CCCC(=O)Nc1cc(C)c(NC(=O)Cc2ccccc2)cn1	-6	98	3%	6	98	16%	7	102	95
CCCCC(CC)C(=O)Nc1ccc(C#N)cc1 (configuration not stated)	0	125	-6%	-1	125	-3%	15	99	84
CCCCn1c(SCC(=O)N2CCCC2)nc2c1c(=O)n(C)c(=O)n2C	-20	166	-29%	20	166	15%	20	87	67
COc1cccc(CN2CCN(C(=O)c3cccc(F)c3)CC2)c1	3	93	.	-3	93	.	16	97	82
Cc1cccc(CN2CCN(CC(=O)NCc3cccs3)C2=O)c1	-4	157	-4%	4	157	-6%	19	99	80
CCc1nnc(NC(=O)c2nc3nc(C)cc(C)n3n2)s1	15	194	17%	-15	194	-6%	.	.	.
CC(=O)NC(CCS(C)(=O)=O)C(=O)Nc1cccc(C(C)=O)c1 (configuration not stated)	6	56	6%	-6	56	2%	-14	105	118
Cc1cccc(OCCCC(=O)Nc2ccc3c(c2)OCO3)c1	8	185	20%	-7	185	9%	0	99	99
CCOc1cc(-c2cc(-c3ccc(N)cc3)nc(N)c2C#N)ccc1O	1	164	12%	-1	164	-56%	-24	4	28
CC(C)CCn1c(N2CCOCC2)nc2c1c(=O)n(CC(N)=O)c(=O)n2C	-16	118	-26%	16	118	8%	-1	77	78
O=C(Cn1nnc(-c2ccccc2)n1)N=Nc1c(O)[nH]c2ccccc12	-23	190	-18%	23	190	0%	10	108	99
CCOC(=O)N1CCC(NC(=O)c2cccn3c(=O)c4cc(Br)ccc4nc23)CC1	-36	106	-40%	36	106	12%	15	96	80
CCOC(=O)C1CCCN(C(=O)CN2C(=O)c3ccccc3C2=O)C1 (configuration not stated)	-13	110	-22%	13	110	-11%	9	91	82
Cc1nn(C)c(C)c1S(=O)(=O)N1CCC(C(=O)NC2CCCCC2)CC1	5	183	11%	-5	183	-1%	5	91	86
CCOc1ccccc1OCCCC(=O)NC1=NCCS1	11	84	18%	-11	84	4%	6	101	95
CS(=O)(=O)NCCC1=CCCCC1	-7	144	-15%	7	144	-5%	-1	95	96
COc1ccc(N=C2S/C(=C\c3cc(C)n(C)c3C)C(=O)N2CC(C)C)cc1	-6	209	-9%	6	209	-13%	.	.	.
O=C(NCC1COc2ccccc2O1)C1C2C=CC3(CN(Cc4ccccc4Cl)C(=O)C13)O2 (configuration not stated)	.	.	-47%	.	.	-10%	-8	92	101
CCOc1ccc(C2C=C(c3ccccc3)Nc3nnnn32)cc1 (configuration not stated)	-19	104	9%	19	104	-9%	-23	33	56
CCCC(c1nnnn1CCOC)N1CCN(Cc2ccccc2)CC1 (configuration not stated)	-19	158	.	19	158	.	4	85	81
CCCCc1nnc(NC(=O)C=C(C)C)s1	-7	142	.	7	142	.	6	100	93
Following part
SMILES	IL1B NFkB inh	IL1B NFkB inh cell count 2 µM	PLAP inhibitors HTS	IL1B NFkB pot	IL1B NFkB pot cell count 2 µM	Bcl-B displacement	MRP resist rev	MRP resist rev cytotoxicity	MRP resist rev with doxorubicin
Cc1nn(Cc2ccc(C(=O)Nc3ccccc3C(F)(F)F)o2)c(C)c1Br	22	162	-35%	-22	162	-13%	-2	76	78
Clc1ccc(Cc2nn3c(Cn4nnc5ccccc54)nnc3s2)cc1	8	192	-24%	-8	192	2%	.	.	.
COc1cccc(-c2nc(CS(=O)CC(=O)NCc3ccccc3Cl)c(C)o2)c1 (configuration not stated)	-3	193	-58%	3	193	-14%	15	91	76
COC(=O)c1[nH]c2ccc(C)cc2c1NC(=O)CN1CCN(c2ccccc2)CC1	4	147	-61%	-4	147	10%	-19	70	89
COc1ccc(Cl)cc1N(CC(=O)Nc1ccccc1C(=O)NCc1ccco1)S(C)(=O)=O	11	127	-58%	-11	127	-6%	0	78	78
O=C(Oc1ccc(=O)n(-c2ccccc2)n1)c1ccccc1	-20	186	16%	20	186	-10%	.	.	.
O=C1CCC/C1=C/Nc1ccc2c(c1)OCO2	2	126	6%	-2	126	10%	.	.	.
O=C1Nc2ccccc2C1(c1ccccc1)c1ccccc1	1	144	11%	-1	144	23%	.	.	.
Cc1cc(C)c(NC(=O)C2C3/C=C\CCCCC32)c(C)c1 (configuration not stated)	6	138	28%	-6	138	-3%	.	.	.
CSCCC(NC(=O)c1ccco1)C(=O)OC(C)C(=O)NC(=O)NC1CCCCC1 (configuration not stated)	-19	134	-21%	19	134	-4%	.	.	.
COC(=O)c1cc2sccc2n1Cc1nc(-c2ccc(Cl)cc2)oc1C	-6	117	12%	6	117	-2%	.	.	.
C=CCc1c(C)nc(SCC(=C)C)[nH]c1=O	-5	160	7%	5	160	-3%	30	96	66
CC(C)Oc1ccc(C(=O)NCc2cccs2)cc1	-5	154	9%	5	154	-3%	.	.	.
O=C(c1cc2n(n1)C(C(F)(F)F)CC(c1ccc(Cl)cc1)N2)N1CCCC1 (configuration not stated)	-1	107	3%	1	107	-1%	10	95	85
CCOC(=O)c1c(NC(=S)Nc2ccc(Cl)cc2)sc(C)c1C	-3	139	48%	3	139	-7%	.	.	.
O=C(CSC1=NCCS1)NCc1ccco1	-7	157	-4%	7	157	-5%	-6	85	91
COc1cc(/C=C2/C(=N)N3C=CSC3=NC2=O)ccc1OCCCOc1cc(C)ccc1C	12	38	-21%	-12	38	-25%	-11	19	30
COc1ccc(C(CNC(=O)CN2C(=O)NC3(CC(C)CC(C)(C)C3)C2=O)N2CCOCC2)cc1 (configuration not stated)	10	133	-50%	-10	133	3%	-4	92	96
COC(/C=C/Nc1ccc(C)c(C)c1)=C(C#N)C#N	-16	89	-8%	16	89	-9%	.	.	.
CCN1CCN(S(=O)(=O)c2ccc(Br)s2)CC1	-3	82	22%	3	82	-7%	4	98	94

Given with two lines to a compound: entries from further up.
Results follow in this order: IL1B NFkB inh	IL1B NFkB inh cell count 2 µM	PLAP inhibitors HTS	IL1B NFkB pot	IL1B NFkB pot cell count 2 µM	Bcl-B displacement	MRP resist rev	MRP resist rev cytotoxicity	MRP resist rev with doxorubicin
C=CCc1c(C)nc(SCC(=C)C)[nH]c1=O
→ -5	160	7%	5	160	-3%	30	96	66
O=C(CSC1=NCCS1)NCc1ccco1
→ -7	157	-4%	7	157	-5%	-6	85	91
O=C(c1cc2n(n1)C(C(F)(F)F)CC(c1ccc(Cl)cc1)N2)N1CCCC1 (configuration not stated)
→ -1	107	3%	1	107	-1%	10	95	85
CCN1CCN(S(=O)(=O)c2ccc(Br)s2)CC1
→ -3	82	22%	3	82	-7%	4	98	94
COc1ccc(C(CNC(=O)CN2C(=O)NC3(CC(C)CC(C)(C)C3)C2=O)N2CCOCC2)cc1 (configuration not stated)
→ 10	133	-50%	-10	133	3%	-4	92	96

More compounds
SMILES	IL1B NFkB inh	IL1B NFkB inh cell count 2 µM	PLAP inhibitors HTS	IL1B NFkB pot	IL1B NFkB pot cell count 2 µM	Bcl-B displacement	MRP resist rev	MRP resist rev cytotoxicity	MRP resist rev with doxorubicin
CCOC(=O)C1C(=O)CC(C)(O)C(C(=O)OCC)C1c1ccc(OCC)cc1 (configuration not stated)	-4	66	-29%	5	66	-2%	12	99	87
NC(=O)Cn1nnc(-c2ccc(C(F)(F)F)cc2)n1	-2	101	7%	2	101	-4%	5	101	96
Cc1ccc2c(c1)c(C)c(C)n2CC(O)Cn1nnc2ccccc21 (configuration not stated)	3	104	-58%	-3	104	2%	9	81	72
Cc1cc(S(=O)(=O)NCC(C)C)ccc1OCC(=O)NCc1ccccn1	-14	160	2%	14	160	-8%	.	.	.
CSc1ccccc1N=Cc1nc(-c2ccccc2)oc1O	-14	207	-52%	14	207	26%	-12	65	76
Cc1ccc(NC(=O)CC(O)(C(F)(F)F)C(F)(F)F)cc1	0	175	10%	0	175	-3%	-22	22	44
Cc1noc(C)c1S(=O)(=O)NC1CCCc2ccccc21 (configuration not stated)	9	103	0%	-9	103	-9%	2	88	86
COc1ccc(NC(=O)CN2CCN(CC(=O)Nc3ccccc3Cl)CC2)cc1Cl	-3	102	-47%	3	102	1%	-2	24	26
OCCNc1nc2ccccc2n1CCN1CCCCC1	-1	143	.	1	143	.	-3	79	81
Cc1cc2nc(SCC(=O)Nc3nonc3C)c3c(c2cc1C)CCCC3	.	.	-3%	.	.	-2%	0	44	44
